Source: PubChem BioAssay
SW480 rerep: inducers of DNA re-replication in SW480 colon cancer cells; SW480 DNA re-replication, Hoechst DNA content imaging, 48 h; Potency, µM (top dose mostly 46.1 µM), for the others: at the highest dose re-replication activation, actives largely listed as activators; 1.8% of 340,000 active; AID 624297; note: potency is the fitted concentration of half-maximal effect; % of control where 0% means no effect; nearly all actives have a fitted effect of over 55% in size
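Hoechst fluorescence of nuclei (405 nm excitation, 500-530 nm emission) measured by plate-scanning imager after 48 hr compound exposure at 37 C; re-replication scored as increased number of nuclei with elevated intensity.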
HT1080NT lethal: kills 2HG-producing HT-1080-NT fibrosarcoma cells. 1.6% of 360,000 active. HT-1080-NT fibrosarcoma viability, CellTiter-Glo ATP luminescence, 48 h. Potency, µM (top dose mostly 46.1 µM), without a hit: at the top dose activity, negative = less viability, usual class: cytotoxic;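 note: NT is the 2HG producing partner of a matched IDH1 knockdown line; potency is the fitted concentration of half-maximal effect; 0% = DMSO-treated cells and -100% = media-only wells without cells; nearly all actives have a fitted effect of over 55% in size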
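Toxicity toward the 2HG-producing NT line was scored as %Activity, normalised to DMSO and no-cell wells, from CellTiter-Glo luminescence after 48 hours' treatment.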
HT1080 IDH1KD tx: HT-1080 IDH1 knockdown cell toxicity (counter line). 2% of 360,000 active. Potency, µM (doses to about 46.1 µM), for inactives: top-dose activity, negative = toxicity, usual class: cytotoxic. HT-1080 IDH1 knockdown viability, ATP luminescence, 48 h;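 note: potency is the fitted concentration of half-maximal effect; 0% = DMSO wells and -100% = cell-free medium wells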
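Knockdown cells (IDH1KD HT-1080) received compounds 2 h after plating at 750 cells/well and were kept 48 h at 37 °C in 5% FBS RPMI. A CellTiter-Glo luminescence read gave % activity for curve fitting.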
MCF10A rereplic: DNA re-replication induction in MCF 10a cells. Potency, µM (doses to about 46.1 µM), without a hit: top-dose activity, positive = re-replication, actives largely listed as activators. MCF 10A DNA re-replication, Hoechst nuclear intensity, 48 h. 2.9% of 350,000 active; note: potency is the fitted concentration of half-maximal effect; % of control where 0% means no effect; nearly all actives have a fitted effect of over 50% in size
IL1B secr inh: blocks inflammasome-driven IL-1 beta release; 4.7% of 360,000 active; THP-1 LPS/ATP IL-1B secretion, AlphaLISA, 16 h; stronger effect = lower value; activity change, % at 57.5 µM; in the data active = activity change below about -50%; inconclusive = mostly about -30% to -49%; note: % is set by controls: 0 for no effect and ±100 for the full control effect
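Secreted IL-1B measured by AlphaLISA bead assay after 16 h compound exposure of THP-1 cells; compounds (final up to 57.5 uM) added 1 h before LPS (250 ng/mL) and ATP (1.25 mM) stimulation; lower signal means less secretion.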
ATXN2 expr inh: reduces ATXN2 reporter expression in HEK-293 cells | 0.72% of 360,000 active | HEK-293 ATXN2-luciferase reporter, luminescence, 24 h | Potency, µM (top dose mostly 57 µM), inactives show top-dose activity change, negative = inhibition, usual class: inhibitors; note: potency is the fitted concentration of half-maximal effect; % is set by controls: 0 for no effect and ±100 for the full control effect; nearly all actives have a fitted effect of over 55% in size
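qHTS (up to 57 uM final) was run with 24 h compound exposure of reporter cells at 37 °C. Each well was multiplexed: SteadyGlo luminescence measured ATXN2-luciferase expression after a fluorogenic Gly-Phe-AFC viability readout (25 uM final).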
HepG2 tox: HepG2 cytotoxicity, counter-screen for TGF-b inhibitors; AID 588856; HepG2 CAGA-GFP viability, ATP luminescence, 18 h; 0.76% of 410,000 active; Potency, µM (titrated, usually from 46.1 µM), without a hit: at the top dose activity change, negative = cytotoxicity, actives largely listed as cytotoxic; note: potency is the fitted concentration of half-maximal effect; some results filed as inactive show a strong effect at the top dose
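HepG2 CAGA-GFP cells (1000/well, DMEM with 1% FBS) received compound, then TGF-beta at 500 pg/mL final, and were incubated 18 hours at 37 degrees C. Viability was read by CellTiter-Glo luminescence. Media-only wells were set as complete cell-killing and DMSO as no toxicity.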
KB-3-1 tox: KB-3-1 parental cell cytotoxicity; KB-3-1 viability, CellTiter-Glo ATP luminescence, 72 h; 1.4% of 400,000 active; AID 1347075; Potency, µM (highest dose often 46.1 µM), for the others: top-dose activity change, negative = cytotoxic, hits mostly cytotoxic; note: potency is the fitted concentration of half-maximal effect; % is set by controls: 0 for no effect and ±100 for the full control effect; nearly all actives have a fitted effect of over 60% in size
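Cells are dispensed, compounds pinned in, plates held at 37 °C for 72 h, then CellTiter-Glo is added and luminescence read after 10 minutes. Cell line: parental KB-3-1 in phenol-red-free DMEM, 10% FBS.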
S2 tox: viability counter-screen for ATXN expression inhibitors; S2 cells (HEK-293 line with an ATXN2-luciferase reporter) viability, CellTiter-Fluor protease fluorescence, 24 h; Potency, µM (doses to about 56.7 µM), hits mostly cytotoxic; 0.49% of 400,000 active; AID 651635; note: potency is the fitted concentration of half-maximal effect; nearly all actives have a fitted effect of over 40% in size
The depositor's hits bear a star; i = inactive; ? = inconclusive; / = not tested or not shown; & = joins results of further samples; [ ] = remark or other dose. Unless noted, calls come from the whole dose curve; as a rule, active = well fitted curve in the direction sought with a large enough effect; inconclusive = small, poorly fitted or top-dose-only effect, or another doubt; inactive = no such curve, though single readings can be large; an effect the other way counts as inactive or inconclusive.

SMILES	SW480 rerep	HT1080NT lethal	HT1080 IDH1KD tx	MCF10A rereplic	IL1B secr inh	ATXN2 expr inh	HepG2 tox	KB-3-1 tox	S2 tox
Cc1cc(N2CCN(c3ccc(F)cc3)CC2)nc(-c2ccccc2)n1	-6%	0%	15%[9.24 µM]	?	-20	-23%	-14%	-7%	?
COc1ccc(C(=O)N(C)C2CCCc3ccccc32)cc1OC1CCN(C(C)C)CC1 (configuration not stated)	-5%	5%	15%	1%	-1	10%	3%	-7%	i
CN(C)S(=O)(=O)c1cccc(C(=O)Nc2ccc(C(=O)Nc3cccc(S(N)(=O)=O)c3)cc2)c1	1%	0%	1%	0%	-7	-3%	-14%	7%	i
O=C(CC1CCCC1)Nc1cc(C(F)(F)F)ccc1-n1cncn1	4%	-12%	-3%	6%	25	-7%	-2%	-6%	i
O=C1CC(C2CCCO2)C(=O)N1c1ccc(Cl)c(Cl)c1 (configuration not stated)	-5%	5%	7%	1%	-21	0%	2%	4%	i
Cc1c(NC(C)c2ccccc2O)c(=O)n(-c2ccccc2)n1C (configuration not stated)	0%	0%[9.24 µM]	-12%	3%	21	0%	-1%	2%	i
CCOC(=O)N1CCN(C(=O)Cc2ccc(Cl)cc2)CC1	-4%	3%	0%	-5%	3	-7%	-29%	0%	i
CC(=O)Nc1cccc(NS(=O)(=O)c2c(C)noc2C)c1	-3%	-5%	-6%	18%	13	-3%	-10%	/	i
COc1ccc(NC(=O)c2c(Cl)n(C)c3ccccc23)cc1	?	18µM*	?	16µM*	18	23%	-14%	2.9µM*	?
CCOC(=O)/C(N=Nc1sc(C(=O)OC)c(C)c1C(=O)OCC)=C(\O)CCl	-4%	9%	4%	13%	12	2%	9%	7%	i
COc1cccc(NC(=S)C(C#N)=C2N(C)c3ccccc3N2C)c1	-18%	-6%	-9%	-1%	27	-10%	-21%	-4%	i
O=c1[nH]cnc2c1N=C(c1cccc([N+](=O)[O-])c1)CC(c1ccccc1)N2 (configuration not stated)	-8%	13%	15%	-4%	-11	-5%	-13%	11%	i
COc1ccc(C(=O)n2nc(-c3ccco3)nc2N)cc1OC	-1%	5%	-19%	-7%	37	-21%	-2%	3%	i
CCOc1ccccc1NC(=O)c1cccc(NC(=O)C(C)C)c1	-8%	18%	1%	3%	-27	/	-24%	-5%	i
COc1ccc(NS(=O)(=O)c2cc(NC(=O)/C=C/c3ccccc3OC)ccc2N2CCCCC2)cc1	-4%	-2%	-5%	14%	-1	0%	10%	0%	i
CN1C(=O)C(CCC(=O)O)NC1=S (configuration not stated)	-16%	5%	4%	?	5	/	14%	4%	i
Cc1ccc(-n2cc(CCCCCCCCC(=O)O)nn2)cc1	-10%	0%	2%	27%	6	1%	-3%&46%	4%&-2%	i
CC(=O)N1C(C(=O)O)Cc2c([nH]c3ccccc23)C1C (configuration not stated)	-3%	-2%	2%	2%	20	-15%	16%	-4%	i
CC(C)C(NC(=O)c1ccc(F)cc1)C(=O)N1CCN(c2ccccn2)CC1 (configuration not stated)	-6%	-6%[9.24 µM]	2%	0%	-5	-3%	-9%	?	i
O=C1CC(NNc2ccccc2)C(=O)N1c1ccccc1 (configuration not stated)	-2%	?	?	3%	-6	8%	-14%	-7%	i
COC(=O)c1c(NC(=O)COC(=O)c2ccccc2O)sc2c1CCCCC2	-6%	4%	2%	-9%	20	12%[11.3 µM]	8%	7%	i
CC1=C(C(=O)OC(C)(C)C)C(c2ccc(Br)cc2)NC(=O)N1CCCC(=O)O (configuration not stated)	-9%	1%	6%	?	18	6%	0%	-6%	i
COc1ccc2c(C)c(CCC(=O)NCc3cccc(Cl)c3)c(=O)oc2c1	/	/	/	/	/	-7%	-14%	1%	i
COc1ccc(-c2nnc3n2-c2ccccc2SC3)cc1OC	2%	4%	-1%	?	-16	4%	1%	0%	i
O=c1/c(=C/c2ccc(CNS(=O)(=O)c3ccccc3)o2)sc2n1CCN=2	-26%	-2%	22%	6%	17	12%	9%	21%	i

Following part
SMILES	SW480 rerep	HT1080NT lethal	HT1080 IDH1KD tx	MCF10A rereplic	IL1B secr inh	ATXN2 expr inh	HepG2 tox	KB-3-1 tox	S2 tox
C=CCSc1nc2ccccc2n1Cc1nnc(-c2cccs2)o1	-1%	-5%	0%	1%	10	1%	14%	3%	i
NC(=O)CC[C@H](NC(=O)c1ccc(Cl)cc1)C(=O)NNC(=O)COc1cccc(Br)c1	-9%	6%	5%	-5%	-8	-5%	7%	11%	i
COc1ccc(Cl)cc1NC(=S)NCCc1ccc(S(N)(=O)=O)cc1	0%	-19%	-26%	0%	-12	-27%	-16%	0%	i
Cc1noc(C)c1S(=O)(=O)NCC(=O)O	-5%	1%	-4%	2%	8	-6%	7%	7%	i
CNC(=O)N(O)C1N(/N=C/c2ccccc2F)C(=S)SC1(C)C (configuration not stated)	0%	-2%	5%	-8%	10	-1%	-20%	1%	i
C/C(=C\C(=S)Nc1ccccc1)Nc1ccccc1	?	0%	-7%	2%	6	1%	-28%	1%	i
CN1CCCN(C(=O)CNC(=O)Cc2ccccc2)CC1	-13%	16%	17%	2%	23	10%	-5%	10%	i
O=C(OCc1ccccc1)N1CCC2CC1c1cc(N3CCNCC3)ccc12 (configuration not stated)	/	-21%	-10%	/	?	9%	-46%	?	?
CSc1ncccc1C(=O)OCC(=O)Nc1ccc2c(c1)OCO2	-5%	17%	14%	-39%[inhibitor]	16	2%	6%	13%	i
CC(=O)c1ccc(N2CCN(C(=O)Nc3ccc(Cl)cc3)CC2)cc1	-4%	-21%	-20%	13%	-9	-29%	-5%	-6%	i
CCOc1ccc(C2OC(=O)Cc3cc(OC)c(OC)cc32)cc1 (configuration not stated)	1%	4%	0%	-1%	0	2%	14%	18%	i
CN(C)C(=O)CSc1nnc(CCCCCNC(=O)OC(C)(C)C)o1	-2%	7%	-11%	1%	-1	2%	4%	-5%	i
CCOC(=O)CSc1nc2sccc2c(=O)[nH]1	-5%	3%	2%	?	-4	2%	-16%	5%	i
O=C(O)c1cccc(N/N=C/c2cc(Br)cc(Br)c2O)c1	/	-11%	-8%	2%	-3	50%[activator]	-26%	-12%	i
CCC/C=C(\CCC)C(NS(=O)(=O)c1cccc2cccnc12)c1ccc(C(=O)OC)cc1 (configuration not stated)	?	-18%	?	?	-6	?	-14%	?	i
CCC(C)N(C(=O)COC(=O)C1CCN(S(=O)(=O)c2ccc(C)c(C)c2)CC1)C1CCS(=O)(=O)C1 (configuration not stated)	?	18%	10%	-1%	15	1%	-11%	18%	i
CCN(C(=O)c1cc(S(=O)(=O)N2CCOCC2)cn1C)c1cccc(C)c1	-1%	-2%	6%	-3%	4	-13%	-1%	10%	i
COc1ccc(NC(=O)C2(C)Cc3c(-c4ccc5c(c4)OCO5)ccnc3O2)cc1 (configuration not stated)	/	?	?	/	37	-7%	-17%	16µM*	?
COc1cc2c(-c3ccccc3O)nc3c(c(C)nn3-c3ccccc3)c2cc1OC	-3%	3%	3%	?	31	?	5%&13%	?	?
Cc1ncsc1CCSc1nc2ccccc2c(=O)n1C	1%	-23%	-30%	0%	-11	-23%	-27%	-3%	i
O=C(NCCCN1CCCC1=O)c1ccc(CNS(=O)(=O)c2ccc(F)cc2)cc1	-8%[9.22 µM]	18%	12%	5%	-10	-1%	1%	9%	i
CCO[C@@H]1OC(C(=O)NC2CC2)=C[C@H](c2ccc3c(c2)OCO3)[C@H]1CCCO	?	13%	1%	8%	-9	6%	2%	0%	i
CCOc1ccc(N(CC(=O)NC2CCCCC2)S(=O)(=O)c2ccccc2)cc1	2%	-21%	-28%	17%	-15	-1%	-27%	-1%	i
O=C(CCS(=O)(=O)c1ccccc1)Nc1ncc([N+](=O)[O-])s1	7.3µM*	21µM*	16µM*	4.6µM*	-76*	-5%	-58%	?	i
COc1ccc([N+](=O)[O-])c(S(=O)(=O)c2ccccc2)n1	?	21µM*	13µM*	24%	-96*	12µM*	14µM*	?	/

In the list so far, these contain a furan ring, fused or not.
SMILES	SW480 rerep	HT1080NT lethal	HT1080 IDH1KD tx	MCF10A rereplic	IL1B secr inh	ATXN2 expr inh	HepG2 tox	KB-3-1 tox	S2 tox
COc1ccc(C(=O)n2nc(-c3ccco3)nc2N)cc1OC	-1%	5%	-19%	-7%	37	-21%	-2%	3%	i
O=c1/c(=C/c2ccc(CNS(=O)(=O)c3ccccc3)o2)sc2n1CCN=2	-26%	-2%	22%	6%	17	12%	9%	21%	i

Some of the entries so far, with two lines to a compound:
Screens in order – SW480 rerep	HT1080NT lethal	HT1080 IDH1KD tx	MCF10A rereplic	IL1B secr inh	ATXN2 expr inh	HepG2 tox	KB-3-1 tox	S2 tox
> COc1ccc(-c2nnc3n2-c2ccccc2SC3)cc1OC
→ 2%	4%	-1%	?	-16	4%	1%	0%	i
> O=c1/c(=C/c2ccc(CNS(=O)(=O)c3ccccc3)o2)sc2n1CCN=2
→ -26%	-2%	22%	6%	17	12%	9%	21%	i

Other records
SMILES	SW480 rerep	HT1080NT lethal	HT1080 IDH1KD tx	MCF10A rereplic	IL1B secr inh	ATXN2 expr inh	HepG2 tox	KB-3-1 tox	S2 tox
COc1ccc(OC)c(/C=N/NC(=O)Cc2nc3ccccc3[nH]2)c1	?	-2%	-2%	0%	-1	-18%	9%	5%	i
CN(C)CCN1CCN(C2CN(Cc3cn(Cc4ccccc4)nn3)S(=O)(=O)C2)CC1 (configuration not stated)	/	14%	?	/	42	4%	/	5%	i
COc1ccccc1/C=C/C=C1\Oc2c(ccc(O)c2CN2CCN(CCO)CC2)C1=O	7%	-20%	-33%	?	?	46%[activator]	-11%	?	i
Cc1c(N2C(=O)CSC2c2ccc(F)cc2)c(=O)n(-c2ccccc2)n1C (configuration not stated)	24%	-1%	-7%	?	-8	-22%	1%	-9%	i
O=C(Cn1nnc(-c2ccccc2NC(=O)c2ccco2)n1)Nc1ccccc1	?	?	?	?	33	-15%	5%	-12%	i
O=C(/C=C/[C@H]1O[C@@H](n2ccc(=O)[nH]c2=O)[C@H](O)[C@@H]1O)NCCc1c[nH]c2ccccc12	/	20%	17%	/	6	5%	-5%	0%	i
